Screening results from PubChem.
MC4R antagonist: MC4R antagonists of cAMP signaling, primary screen, cell-based, TR-FRET, antagonist arm of biased-ligand search. inhibition, % at 6.5 µM. AID 540295, 2011. Melanocortin receptor 4 (Homo sapiens), P32245. MC4R-expressing cells, MTII-stimulated cAMP, LANCE TR-FRET. hit rate 0.48% among 360,000;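 active = inhibition above its plate's cutoff, the mean of tested wells on that plate plus 3 SD, cut at about 29% in these data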;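 also: 0% = Melanotan II alone and 100% = Melanotan II plus saturating MCL0020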
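Assay system: U2OS-MC4R stable cell line; Also added: Melanotan II; Technique: Eu-cAMP/anti-cAMP TR-FRET, emission 671 nm; Times: 30-min compound, 1-h challenge, 1-h detection, room temperature.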
ABHD5-PLIN5 inh: ABHD5-PLIN5 interaction inhibitors, primary screen, cell lysate, split luciferase complementation, luminescence. Perilipin-5 (Homo sapiens) + 1-acylglycerol-3-phosphate O-acyltransferase ABHD5 (Homo …. Split G. princeps luciferase complementation, 4 h. inhibition, % at 4 µM. hit rate 0.78% among 360,000. AID 602281, 2012;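 active = inhibition above the mean inhibition across every tested compound plus 3 SD, cut at about 22% in these data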;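 also: 0% = DMSO only wells and the 100% control is not disclosed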
Target sequence (Q00G26 whole entry, looked up): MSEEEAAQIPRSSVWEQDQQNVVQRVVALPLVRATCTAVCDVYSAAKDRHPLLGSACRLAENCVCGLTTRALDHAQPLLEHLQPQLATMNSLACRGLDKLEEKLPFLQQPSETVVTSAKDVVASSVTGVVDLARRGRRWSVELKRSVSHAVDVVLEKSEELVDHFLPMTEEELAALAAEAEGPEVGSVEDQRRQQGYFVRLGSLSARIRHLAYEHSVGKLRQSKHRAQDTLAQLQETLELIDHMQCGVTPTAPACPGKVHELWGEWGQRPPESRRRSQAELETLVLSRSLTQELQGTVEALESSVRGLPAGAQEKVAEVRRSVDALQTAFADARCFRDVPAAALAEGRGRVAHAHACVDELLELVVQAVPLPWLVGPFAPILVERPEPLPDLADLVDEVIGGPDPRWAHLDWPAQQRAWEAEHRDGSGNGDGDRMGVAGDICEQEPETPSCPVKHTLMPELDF
Target sequence (Q8WTS1 whole entry, looked up): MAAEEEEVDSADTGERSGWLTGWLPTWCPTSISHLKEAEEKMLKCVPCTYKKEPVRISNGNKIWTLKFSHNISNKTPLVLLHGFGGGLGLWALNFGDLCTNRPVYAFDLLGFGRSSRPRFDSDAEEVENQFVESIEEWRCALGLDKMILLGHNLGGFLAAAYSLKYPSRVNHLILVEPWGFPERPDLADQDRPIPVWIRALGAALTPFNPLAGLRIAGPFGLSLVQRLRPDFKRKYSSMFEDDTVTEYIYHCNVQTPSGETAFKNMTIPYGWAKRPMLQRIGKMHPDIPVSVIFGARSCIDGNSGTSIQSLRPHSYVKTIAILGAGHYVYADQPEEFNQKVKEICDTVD
Glyco luc inh: increase of ERlucT glycosylation luciferase signal, primary screen, N-linked glycosylation inhibitor project, D54 ERlucT cells, luminescence, set 2. reporter increase, % at 12.5 µM. D54 ERlucT glycosylation luciferase reporter, 24 h; percent of 100 nM tunicamycin response. hit rate 0.23% among 360,000;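 active = mean luciferase reporter signal, scaled so untreated is 0 and the glycosylation-blocking control 100, at or above a set limit in every replicate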;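 also: luciferase carries N-glycosylation sites so blocking glycosylation raises the light; 0% = median of neutral control wells and 100% = median of 100 nM tunicamycin wells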
Cardio protect: cardioprotection against H2O2-induced cell death, primary screen, uHTS, H9c2 cells, ATPLite luminescence. hit rate 0.63% among 360,000. H9c2 cardiomyocytes, H2O2 injury protection, 2 h. protection from H2O2 cell death, % at 20 µM. AID 588492, 2011;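 active = compounds giving at least 50% protection of heart cells from peroxide-induced death in the single-dose screen, raw or plate-pattern-corrected value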;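 also: 0% = DMSO wells with peroxide and 100% = DMSO wells without peroxide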
ABCB6 inh 2: ABCB6 transporter inhibitors, primary screen, K562-ABCB6 cells, flow cytometry, MLPCN library; ATP-binding cassette sub-family B member 6 (Homo sapiens), Q9NP58; K562-ABCB6 porphyrin accumulation, 1 h; active compounds read low; fluorescence ratio to DMSO, % at 10 µM; hit rate 0.19% among 360,000; AID 602162, 2011;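 active = fluorescence ratio to DMSO below 75%, the collection mean minus 3 SD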;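 also: signal is porphyrin accumulated inside mitochondria; 100% equals median channel fluorescence of DMSO control wells; lower ratio means ABCB6 inhibition with less porphyrin fluorescence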
hiPSC survival: enhancers of single-cell hiPSC survival, primary screen, ATPlite luminescence; 100% = ROCK inhibitor wells, 0% = DMSO; hit rate 0.044% among 360,000; survival enhancement, % at 20 µM; AID 602274, 2012; in the data active = survival enhancement above about 18%;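 also: cells exposed to compounds for 16 hours before the ATP read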
MC4R barr agon: MC4R agonists recruiting beta-arrestin, primary screen, cell-based, luminescence, agonist arm of biased-ligand search | U2OS MC4R beta-arrestin complementation; percent of melanotan II response, DMSO zero | hit rate 0.98% among 360,000 | Melanocortin receptor 4 (Homo sapiens), P32245 | activation, % at 8.9 µM;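 active = activation above a per-plate cutoff, the mean activation of sample wells on that plate plus 3 SD, cut at about 8% in these data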
m5-HT2A agonist: mouse Htr2a agonists via beta-arrestin recruitment, primary screen, cell-based, luminescence; 5-hydroxytryptamine receptor 2A (Mus musculus), P35363; CHO-K1 mHTR2A beta-arrestin complementation; percent of 30 µM serotonin response; activation, % at 7.6 µM; hit rate 0.66% among 360,000; AID 624169, 2012;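 active = activation above a run cutoff, the mean activation of all tested compounds plus 3 SD, cut at about 14% in these data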;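 also: 0% = plate median of compound wells and 100% = 30 µM serotonin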
Granule exo inh: LAMP-1 surface exposure blockers, TALL-104 cells – cell-based, flow cytometry, MLPCN library, primary screen; TALL-104 LAMP-1 surface exposure; cells stimulated with thapsigargin and PMA; inhibition, % at 10 µM; hit rate 0.66% among 360,000;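 active = inhibition above about 55%, limit read from the data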
aDG glyco act: activators of alpha-DG glycosylation, primary screen, uHTS, Pro5-aDG cells, AlphaScreen; AID 624168, 2012; hit rate 0.22% among 360,000; activation, % at 10 µM; alpha-DG glycosylation AlphaScreen (IIH6); 0% Pro5, 100% B10-LARGE cell signal;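 active = activation of at least 8% versus controls, or a plate z-score of at least 8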;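 also: Pro5 are CHO cells carrying HIG-tagged alpha-DG that lacks glycosylation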
Starred values were filed as active, the others as inactive; nt = not tested or not shown.

Below each compound – MC4R antagonist, ABHD5-PLIN5 inh, Glyco luc inh, Cardio protect, ABCB6 inh 2, hiPSC survival, MC4R barr agon, m5-HT2A agonist, Granule exo inh, aDG glyco act
O=C(Nc1ccc(N2CCOCC2)cc1)c1ccc(Cl)cc1N1CCCC1=O
 : 13, -3, 5, 5, 100, 0.0, -1.5, 9, 3, 0.0
CN(CC(=O)Nc1ccc(C#N)cc1)CC(=O)Nc1ccc(N2CCOCC2)cc1
 : -3, -1, 0, 0, 91, 3.2, -1.9, 2, -2, -0.1
CCN(CC)S(=O)(=O)c1ccc(O)c(NC(=O)c2ccc(N3CCOCC3)c([N+](=O)[O-])c2)c1
 : 4, 7, 1, -3, 99, -1.7, -2.9, 6, 2, -0.3
NS(=O)(=O)c1ccc(OC(=O)CNC(=O)OCc2ccccc2)cc1
 : 1, -4, 0, 1, 97, 0.0, -3.0, 3, 0, 0.1
COc1ccc(CC(=O)Nc2cc(Cl)ccc2C(=O)O)cc1
 : -3, 1, 1, 0, 95, -0.2, -0.8, 2, 5, -0.1
O=C(CSc1nnc(NC(=O)C2CC2)s1)Nc1cccc(F)c1
 : -1, -4, 0, -7, 95, -0.2, 1.2, -7, -2, 0.3
Cc1cccc(CN2CCN(C(=O)c3ccccc3F)CC2)c1
 : 13, -2, -7, 3, 89, 3.4, -1.0, -4, -1, 0.3
O=C(NCC(=O)N1CCCCC1)c1ccc(Br)o1
 : 1, -1, 1, 1, 94, 0.0, -1.9, 1, 24, -0.2
CN(CCCC(=O)Nc1ccncc1)S(=O)(=O)c1ccc(Cl)cc1
 : -7, -4, -6, -34, 90, -1.1, -1.1, -2, -2, 3.4
O=C(N/N=C/c1ccc(O)cc1O)NC12CC3CC(CC(C3)C1)C2
 : 3, -2, 1, 52*, 97, -0.3, -0.3, -13, 2, 0.1
CC(=O)Nc1ccc(NC(=O)C(C)Sc2n[nH]c(-c3cccs3)n2)cc1 (stereo unspecified)
 : -4, 10, 0, 2, 101, 0.2, 2.1, 12, -1, 0.0
CCOC(=O)N1CCN(C(=O)CN(Cc2ccc(Cl)cc2)S(=O)(=O)c2ccccc2)CC1
 : 5, -1, -1, -2, 92, -0.5, -3.0, -6, 1, 0.3
CCOc1ccc(NS(=O)(=O)c2ccc3c(c2)CCN3C(=O)C2CCC2)cc1
 : 1, -2, 0, -13, 95, 2.2, 1.2, 0, -5, 0.3
CC(C)CNC(=O)CCCSc1nc2ccccc2[nH]1
 : 1, 1, 2, -13, 98, 0.3, -0.1, -2, 1, 0.1
CN1CCN(NC(=O)c2ccc(COc3ccccc3Br)o2)CC1
 : 1, 5, 0, 4, 92, -1.3, -0.9, -3, -2, 0.0
Cc1c(OC(C)C(=O)NCCN2CCOCC2)ccc2c(-c3ccccc3)cc(=O)oc12 (stereo unspecified)
 : 6, -1, 2, 3, 93, -0.5, -2.7, -3, -3, -0.3
CS/C(=C\C(=O)c1ccco1)Nc1ccccc1Cl
 : 12, 5, 1, -16, 100, -0.2, -2.5, 3, -10, -0.1
Nc1ncccc1OCc1cccc(C(F)(F)F)c1
 : 12, 1, -2, -21, 96, 0.2, 2.6, 10, 3, 0.2
COc1ccc(C(=O)C2CCN(CC(=O)Nc3ccc(OC)cc3OC)CC2)cc1
 : 3, -11, -2, 0, 102, 0.7, -1.3, 5, 12, 0.1
CC1CCN(C(=O)c2ccc3c(c2)C(=O)c2ccccc2-3)CC1
 : 5, 6, 2, 14, 97, 0.3, 1.8, -1, -4, 0.1
COc1cccc(-c2cc(C(F)(F)F)nc(NCc3ccco3)n2)c1
 : 15, -11, -1, -20, 97, 10, 5.0, 2, 1, 0.4
O=C(NCc1ccccn1)c1cccn1-c1ncc(C(F)(F)F)cc1Cl
 : 5, -4, 1, 0, 96, -0.7, -1.6, 12, 0, 0.6
C=C(C)[C@H]1CC=C(C)/C(=N/NC(=O)CNc2ccccc2OC)C1
 : 8, -11, -2, -1, 100, -0.3, 2.5, 1, -5, 0.1
CC(=O)c1ccc(OCCCCOc2ccc(C(C)=O)cc2)cc1
 : 12, 6, 2, 8, 99, -0.1, 1.4, -4, 0, 0.0
O=c1cc(N2CCN(Cc3ccccc3)CC2)c(-c2ccccc2)n[nH]1
 : -2, 1, 1, 11, 97, -2.8, -2.8, 6, 1, 0.0
O=C(O)/C=C/c1ccc(S(=O)(=O)NCc2cccnc2)cc1
 : 8, 0, 2, 8, 101, -0.4, -0.5, 6, 20, -0.1
C=CCn1c(-c2ccc(OC)cc2)nc2ccccc21
 : 6, -9, -1, -26, 98, -2.5, -3.2, -2, -2, 0.1
CC(CCc1ccccc1)NC(=O)CCC(=O)N1CCC(C(=O)O)CC1 (stereo unspecified)
 : 4, 1, 1, 6, 94, 0.7, -1.6, 5, -7, -0.2
CS(=O)(=O)N1CCC(CO)(Cc2ccccc2C(F)(F)F)CC1
 : 5, 6, 2, -3, 95, 0.0, -1.8, -1, 1, -0.3
CC(=NCCc1c(C)[nH]c2ccc(OC(F)(F)F)cc12)C1=C(O)CC(c2ccccc2)CC1=O (stereo unspecified)
 : -5, 0, 21, -13, 96, -0.4, -0.2, 3, 4, 0.0
O=C(c1ccco1)N1CCN(C(=O)c2nn3cccnc3c2Cl)CC1
 : 14, 6, -1, 2, 105, 5.5, 2.0, -12, 4, 0.0
O=C(O)/C=C/c1ccc(Oc2ncccn2)cc1
 : 3, 2, 2, 6, 98, -0.5, 0.4, -5, -7, -0.2
Cn1nnnc1SCC(=O)NC(=O)c1cccc([N+](=O)[O-])c1
 : 1, 5, -1, 10, 99, 2.3, 4.4, 4, -1, -0.1
CCCCCCCCNC(=S)NCCN1CCCCC1
 : -3, 8, 1, -11, 91, -1.9, -0.2, -8, -1, 2.4
CCOc1ccccc1NC(=O)COc1ccc2ccc(=O)oc2c1
 : 5, 1, 0, 4, 99, -0.1, -0.2, -2, -12, 0.3
O=C(Cn1cncn1)N1CCN(c2ccc(F)cc2)CC1
 : 6, 0, 2, -3, 85, 0.6, -1.4, 3, 0, -0.1
Cc1ccc(C(=O)NNC2=Nc3cccc4cccc2c34)cc1
 : 2, 5, 8, 0, 96, -0.9, -0.7, -4, -2, -0.1
COc1ccccc1NC(=O)Nc1ccc(N2CCOCC2)cc1
 : -5, -2, -1, -5, 102, -0.1, -3.6, -4, 0, 0.0
O=C(N/N=C/c1ccc(Sc2nc3ccccc3s2)c([N+](=O)[O-])c1)c1ccccn1
 : 6, 0, 1, 1, 92, -1.5, -0.7, -3, 1, 0.9
CC(=O)NC(c1ccc(C)cc1)c1cc([N+](=O)[O-])c2cccnc2c1O (stereo unspecified)
 : 2, 6, 0, 25, 104, -1.3, -6.8, -2, -2, 0.6
CCCCN1C(=O)N(c2ccccc2Cl)C(C)(O)CC1(C)C (stereo unspecified)
 : -2, 8, -1, 5, 87, -0.4, 1.1, 8, 0, 1.5
COc1cccc(/C=C/C(=O)c2cccc([N+](=O)[O-])c2)c1OC
 : 17, 85*, 8, -3, 96, -0.7, -1.5, 1, 2, -0.3
Cn1cc([N+](=O)[O-])c(C(=O)Nc2ccn(Cc3c(F)c(F)cc(F)c3F)n2)n1
 : 6, -3, 7, 23, 108, -3.8, -2.5, 5, -1, 0.2
NS(=O)(=O)c1ccc(CCNCC#Cc2ccccc2)cc1
 : -6, -8, -3, -1, 99, 0.2, -1.2, -2, 0, -0.1
CN1CCC(N(C)C(=S)NCCc2ccccc2)CC1
 : 2, -2, -2, 3, 101, 2.5, -1.5, -6, -1, -0.1
COC(=O)c1sccc1NC(=S)Nc1cc(C)ccc1OC
 : 4, -4, 4, -1, 103, 1.2, -0.1, -3, 14, 0.0
CC(O)CCc1nc2ccc(C(=O)O)cc2[nH]1 (stereo unspecified)
 : -2, 0, 2, 5, 92, 4.5, -1.9, -5, 1, -0.3
COCC(=O)OCC(=O)Nc1cc(C)c(C)cc1[N+](=O)[O-]
 : 2, 5, 1, -3, 86, -1.2, 2.5, 7, 1, 0.1
CCCC(=O)Nc1ccc(C(=O)COC(=O)c2c(C)noc2C)cc1
 : 1, 1, 1, -1, 97, 2.6, 2.5, 7, -1, -0.2
CCOC(=O)[C@]12CCCC=C1N(Cc1ccc3c(c1)OCO3)C(=O)[C@H](CC(=O)N1CCN(C(=O)C3CC3)CC1)C2
 : nt, -3, nt, nt, 104, -0.5, nt, -1, -4, -0.1
O=C(CC12CC3CC(CC(C3)C1)C2)Nc1c(F)cccc1F
 : 0, -4, -2, 7, 96, -0.8, -0.4, -4, 9, 0.1
CC(C)(C)OC(=O)N1CCCC(C(=O)Nc2ccc(C(=O)N3CCCC3)cc2)C1 (stereo unspecified)
 : -1, -1, 2, 4, 97, -0.2, -1.0, 2, -5, 0.1
CCc1cc2c(N[C@@H](C)C(=O)O)ncnc2s1
 : 1, 2, 2, 6, 102, 0.6, -0.5, 6, 0, -0.1
O=C(COc1ccc(Cl)cc1)Nc1ccc(CN2CCOCC2)cc1
 : 0, -17, 0, -7, 97, -0.4, 0.1, 4, -1, 0.0
Cc1ccc(S(=O)(=O)N(C)CC(=O)N(C)Cc2cccs2)cc1
 : 16, -9, 1, 5, 98, 2.3, -2.2, 6, -1, -0.1
Cc1nn(Cc2ccc(F)cc2)c2sc(C(=O)Nc3ccccc3N3CCOCC3)cc12
 : 3, 5, -2, 13, 102, 0.6, -1.1, 2, -6, -0.2
